Vc quorum ag = inducers of Vibrio cholerae quorum light production without autoinducers | V. cholerae BH1578 lux reporter, luminescence, 6 h | activation, % at 18.7 µM | 0.16% of 350,000 active; in the data active means activation mostly above about 9.7%, no sharp cut-off; further: not every result past the cut was called active; inactives centre near 0; reference of the scale not given here
Rv3671c protease = inhibitors of M. tuberculosis serine protease Rv3671c; P9WHR9; inhibition, % at 5.96 µM; 0.048% of 320,000 active; AID 2606; in the data active means inhibition above about 38%;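 further: extracellular domain of Rv3671c used as enzyme; 0% = enzyme with DMSO and 100% = no enzyme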
Target sequence (P9WHR9 whole entry, looked up, the tested form may be a part): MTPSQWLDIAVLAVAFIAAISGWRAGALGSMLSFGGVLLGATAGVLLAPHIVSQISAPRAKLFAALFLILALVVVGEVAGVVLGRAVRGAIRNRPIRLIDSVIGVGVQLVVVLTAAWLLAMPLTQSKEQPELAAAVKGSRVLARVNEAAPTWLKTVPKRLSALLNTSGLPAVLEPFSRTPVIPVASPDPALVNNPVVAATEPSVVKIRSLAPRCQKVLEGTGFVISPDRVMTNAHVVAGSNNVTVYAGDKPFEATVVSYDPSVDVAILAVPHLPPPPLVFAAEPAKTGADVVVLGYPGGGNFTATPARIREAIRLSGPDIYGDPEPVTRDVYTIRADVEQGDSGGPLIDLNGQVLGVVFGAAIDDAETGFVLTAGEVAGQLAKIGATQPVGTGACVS
MazF activator = activators of E. coli MazEF toxin-antitoxin RNase; FAM/BHQ RNA-DNA oligo cleavage fluorescence, 5 h; activation, % at 20 µM; 0.32% of 350,000 active; in the data active means activation above about 50%
Target sequence (P0AE70 whole entry, looked up): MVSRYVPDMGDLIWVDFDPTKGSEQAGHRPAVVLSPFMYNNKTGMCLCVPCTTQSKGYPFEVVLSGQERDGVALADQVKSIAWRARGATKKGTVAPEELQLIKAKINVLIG
VHR inh abs = blocks human VHR1 dual specificity phosphatase | recombinant VHR phosphatase, pNPP absorbance | inhibition, % at 13.3 µM | P51452 | 0.52% of 290,000 active; in the data active means inhibition above about 50%; further: some compounds called inactive have numbers as strong as hits
Target sequence (P51452 whole entry, looked up): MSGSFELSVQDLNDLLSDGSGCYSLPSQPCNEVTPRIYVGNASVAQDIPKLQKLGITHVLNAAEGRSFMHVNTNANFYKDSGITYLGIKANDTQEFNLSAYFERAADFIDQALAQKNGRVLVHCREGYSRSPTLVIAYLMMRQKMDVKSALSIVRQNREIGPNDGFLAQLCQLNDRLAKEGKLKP
CCHFV vOTU inh = CCHFV vOTU protease inhibition; inhibition, % at 11.5 µM; AID 651958; Pep-AMC fluorescence; 0.55% of 370,000 active; in the data active means inhibition above about 30%; further: 0% = vehicle wells with enzyme and 100% = no enzyme wells
SARS 3CLpro inh = SARS-CoV 3CLpro protease inhibition; P0C6X7; recombinant SARS-CoV 3CLpro, quenched FRET peptide cleavage; inhibition, % at 6 µM; 0.14% of 290,000 active; in the data active means inhibition above about 12%
PrPC surface inh = reduces human prion protein on the cell surface; cell surface PrPC, TR-FRET read-out; inhibition, % at 13.8 µM; P04156; AID 720596; 0.43% of 370,000 active; in the data active means inhibition above about 24%; further: 0% = median of the test wells and 100% = reference compound wells
PriA SSB inh = K. pneumoniae PriA-SSBct interaction inhibition | inhibition, % at 33 µM | 0.6% of 430,000 active | AID 1272365 | AlphaScreen SSBct-PriA binding, biotinylated peptide; in the data active means inhibition mostly above about 37%, no sharp cut-off; inactive means mostly below about 20%;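 further: plate controls were negative control peptide for no effect and reference peptide for full effect; strong numbers were not always called active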
TcdB inh = inhibitors of Clostridioides difficile toxin B glycohydrolase | TcdB glycohydrolase enzymatic assay, plate reader | 0.24% of 350,000 active | inhibition, % at 9.99 µM | P18177 | AID 652162; in the data active means inhibition above about 10%
Y pestis TopoI = inhibitors of Yersinia pestis topoisomerase I; Y. pestis Topo-I cleavage product accumulation, plate reader; activity, % at 10 µM; 0.064% of 360,000 active; AID 504884; in the data active means activity above about 50%, passing the limit was not always enough; further: inactives centre near 2
The depositor's hits bear a star; i = inactive; . = no result given; & = joins results of further samples. This is a subset; count on the stated rates, not on these rows.

SMILES | Vc quorum ag | Rv3671c protease | MazF activator | VHR inh abs | CCHFV vOTU inh | SARS 3CLpro inh | PrPC surface inh | PriA SSB inh | TcdB inh | Y pestis TopoI
COc1cc(C=C(c2nc3ccccc3s2)c2nc3ccccc3s2)ccc1O | i | 3 | 12 | -4 | 13 | -3 | -1 | 37 | 0.4 | -2
CCNC(=O)N1CCOCC1 | -1.7 | -7 | 4 | 29 | 1 | 3 | 6 | 4 | . | -1
COCc1cc(Sc2ccc(Cl)cc2)nc(C)n1 | -0.2 | -3 | -2 | 12 | -9 | -2 | -3 | -13 | -0.6 | 3
CCC(C)Sc1cc(-c2nc3ccccn3c2NC2CCCCC2)ccc1OC (stereo unspecified) | -6.7 | 10 | -5 | . | -5&-5 | . | 7&6 | 29 | -0.6&-0.1 | 11
Cc1c(/C(Cc2ccccc2)=N/O)c2ccccc2n1C | 0.6 | 5 | 18 | 0 | 8 | 4 | 0 | . | . | 0
Cc1ccc(/C(N)=N/OC(=O)c2ccc(F)cc2)cc1 | i | 3 | -3 | -4 | -8 | -5 | -3 | i | . | 8
O=C1CCC(=O)N(O)CCCCCNC(=O)CCC(=O)N(O)CCCCCNC(=O)CCC(=O)N(O)CCCCCN1 | -0.5 | 6 | 0 | -5 | 2 | . | -4 | -9 | -0.2 | 7
Cc1c(/C=N/n2cnnc2)c2ccccc2n1CCOc1ccc(Cl)cc1 | i | -9 | 113* | 34 | 7 | 2 | 3 | . | . | 7
CC(=O)N1CCc2cc(S(=O)(=O)NC(C)c3ccccc3)ccc21 (stereo unspecified) | i | -5 | 0 | 32 | 4 | -7 | 8 | 1 | -0.1 | 2
CCOc1ccc(Br)cc1C(=O)N/N=C/c1ccccn1 | i | 8 | 10 | . | -12 | 0 | -4 | . | -0.5 | -3
Cc1ccc(CNC(=O)C2CCCN(c3nc4ccccc4o3)C2)cc1 (stereo unspecified) | -0.2 | -2 | 4 | -4 | -4 | -1 | -4 | -6 | 1.4 | 3
CCOP1(=O)C=C(Sc2ccc([N+](=O)[O-])cc2[N+](=O)[O-])C(C)(C)O1 (stereo unspecified) | . | . | 6 | . | 0 | . | -37 | -14 | 0.9 | 1

Sorted by heavy-atom count (largest number first): three of the compounds above
SMILES | Vc quorum ag | Rv3671c protease | MazF activator | VHR inh abs | CCHFV vOTU inh | SARS 3CLpro inh | PrPC surface inh | PriA SSB inh | TcdB inh | Y pestis TopoI
COc1cc(C=C(c2nc3ccccc3s2)c2nc3ccccc3s2)ccc1O | i | 3 | 12 | -4 | 13 | -3 | -1 | 37 | 0.4 | -2
CCOc1ccc(Br)cc1C(=O)N/N=C/c1ccccn1 | i | 8 | 10 | . | -12 | 0 | -4 | . | -0.5 | -3
Cc1ccc(/C(N)=N/OC(=O)c2ccc(F)cc2)cc1 | i | 3 | -3 | -4 | -8 | -5 | -3 | i | . | 8

(further entries)
SMILES | Vc quorum ag | Rv3671c protease | MazF activator | VHR inh abs | CCHFV vOTU inh | SARS 3CLpro inh | PrPC surface inh | PriA SSB inh | TcdB inh | Y pestis TopoI
O=C(CCCOc1ccc(Cl)cc1Cl)Nc1cccnc1 | i | -8 | 14 | -30 | 2 | -5 | 3 | -7 | . | -3
CC(C)N(C)Cc1cn(C)nc1-c1ccc(Oc2ccccc2)cc1 | -0.2 | 3 | 14 | 14 | -7 | 8 | -4 | -8 | 0.3 | -4
COc1ccccc1NC(=O)C(=O)N/N=C(\C)CC(=O)Nc1ccccn1 | i | 2 | 0 | 23 | -7 | -2 | -4 | . | 0.4 | -5
Cc1ccc(-c2nc(S(=O)(=O)c3ccc(C)cc3)c(N3CCOCC3)o2)cc1 | -0.6 | -13 | -1 | -9 | 22 | 0 | 2 | -7 | 1.2 | 17
CC1CCCCN1C(=O)COC(=O)c1n[nH]c2ccccc12 (stereo unspecified) | . | -4 | 4 | 6 | -9 | -1 | 2 | 1 | 0.6 | -7
COc1ccc2nc(-n3c(C)ccc3C)sc2c1 | -7.1 | -4 | 5 | 11 | -10 | -4 | -2 | 5 | 0.2 | 5
Cc1ccc(C(=O)N(C)CC(=O)Nc2cccc(F)c2)cc1S(=O)(=O)N1CCCCC1 | -5.6 | 0 | 2 | . | 2 | . | -2 | -4 | 1.1 | 0
CN(c1ccccc1)S(=O)(=O)c1cccc(C(=O)NCC(=O)Nc2ccc(F)c(F)c2F)c1 | i | -3 | -3 | . | 9 | . | -6 | 7 | -0.8 | 3
CCOCCCNC(=O)c1c[nH]c2c(CC)cccc2c1=O | -0.7 | 3 | 7 | 14 | -4 | 2 | 5 | 0 | 1.6 | -12
O=C(Nc1ccccc1F)C1CCN(C(=O)NC2CCCCC2)CC1 | -0.1 | -1 | 2 | 16 | 1 | 4 | -1 | -3 | 1.4 | 3
CCCNC(=O)c1onc(CSc2ccc(F)cc2)c1C(=O)NCCC | i | -1 | 8 | 22 | 4 | . | 4 | 2 | 1.0 | 23
COc1ccc(/C(O)=C2\C(=O)C(=O)N(c3cc(C)on3)C2c2cccc(OC)c2OC)cc1C (stereo unspecified) | -0.3 | -3 | 5 | 41 | 11 | 1 | 8 | . | . | 4
COc1ccc(CCC(=O)NCc2ccccc2OC)cc1 | -0.6 | -13 | -23 | 38 | 3 | -1 | -3 | 7 | 2.8 | -8
Cc1ccccc1-c1nc(-c2ccc(NC(=O)c3ccc4c(c3)OCO4)cc2)no1 | . | -7 | 5 | 11 | 8 | -5 | -4 | 2 | . | -7
CCN(CC)S(=O)(=O)c1ccc(C(=O)Nc2nnc(C(C)C)s2)cc1 | -0.2 | 1 | 6 | -13 | -1 | 4 | -9 | -6 | -2.0 | -1
COc1ccc(C(=O)Oc2c(OC)cc(C(=S)N3CCOCC3)cc2OC)cc1OC | -0.4 | -3 | -15 | 0 | 2 | 7 | 2 | 7 | 1.3 | -1
CC(=O)NS(=O)(=O)c1ccc(N=c2ssc3c2-c2cc(C)ccc2NC3(C)C)cc1 | -2.4 | -2 | -3 | 1 | 0 | 0 | 1 | 3 | . | -7
Cc1ccc(OCC(=O)N2CCN(C(=O)CCC3CCCC3)CC2)cc1 | -0.6 | 2 | 7 | 4 | . | 3 | . | -12 | . | -2
O=C(O)Cn1cnc2scc(-c3cccs3)c2c1=O | . | 2 | -3 | 3 | 10 | 0 | -5 | -13 | . | -4
O=C(Nc1cccc(-n2cnnn2)c1)c1ccoc1COc1ccc(Cl)cc1 | -0.4 | -22 | 11 | -9 | 14 | 9 | 2 | -5 | -8.4 | -9
COc1cccc(CC(=O)NNC(=O)c2ccc3c(c2)OCO3)c1 | -4.2 | -12 | 10 | 43 | 2 | 0 | 1 | 4 | 1.4 | 10
Cn1c(=O)[nH]c(=O)c2c1nc(Sc1ccccc1)n2CCc1ccccc1 | -0.2 | -3 | 12 | 21 | -4 | -5 | 4 | 0 | 1.7 | 5
CNCCOc1ccccc1-c1ccccc1 | 5.0 | 1 | 4 | 20 | 9 | -1 | -6 | -2 | . | 6
C=C(C1=CCN(S(=O)(=O)C(C)(C)C)[C@@H]1CCO)c1ccccc1 | i | . | 1 | . | -1 | . | -2 | -4 | 0.3 | -3
CCN(CC)C(=O)COc1ccc2oc(C)c(C(=O)OC(C)C)c2c1 | -0.3 | -1 | 12 | -6 | 9 | 2 | -3 | -10&-6 | . | 17
O=C(O)CC1(CC(=O)Nc2ccc(F)cc2F)CCCCC1 | -0.1 | 6 | 0 | -11 | 1 | -1 | -7 | -8 | 2.4 | 4
Cn1nc(C(F)(F)F)c(-c2cccc(C(F)(F)F)c2)c1NC(=O)c1nccnc1C(=O)O | -0.5 | 0 | 11 | 4 | 4 | 0 | 5 | -2 | 0.7 | -5
Cc1cccc(NC(=O)C2c3ccccc3Oc3ccccc32)n1 | -2.2 | -7 | -14 | 2 | 11 | 6 | 14 | -23 | 0.2 | -2
CC(=O)c1nn(-c2cccc(Br)c2)cc1C(=O)c1cccc2ccccc12 | -0.3 | -20 | -7 | -7 | -4 | 5 | -7 | -13 | . | 1
CCC(C(=O)Nc1ccccc1C(=O)N1CCCC1)N1C(=O)c2ccccc2C1=O (stereo unspecified) | -0.3 | -11 | 0 | 18 | 3 | -1 | 6 | -5 | 2.1 | 0
Cc1ccc2nc(Nc3nc(CSc4nnnn4-c4ccccc4)cc(=O)[nH]3)nc(C)c2c1 | . | -2 | -136 | -5 | 0 | -4 | 0 | -5 | . | -5
CCCNC(=O)c1nc(C)n(-c2cc(Cl)ccc2Cl)n1 | -0.2 | 0 | 3 | 23 | -2 | 3 | 3 | 8 | 1.4 | 3
COc1cccc(/C=C/C(=O)OCC(=O)NC2CCCCCCC2)c1 | -3.2 | -2 | 0 | . | -15 | . | -1 | -10 | 1.4 | 42
O=C(NC1CCS(=O)(=O)C1)c1cccc(Br)c1 (stereo unspecified) | -0.2 | 1 | 4 | . | 6 | . | 0 | -6&-6 | -0.2 | 4
COc1ccc(NC(=O)CCSc2nc(C)cs2)cc1 | i | -5 | -39 | 20 | 16 | 2 | 3 | -12 | 0.9 | 0
COc1ccc([C@H]2[C@H](C(C)=O)N3N=Cc4ccccc4C3C23C(=O)OC(C)(C)OC3=O)cc1 (stereo partly specified) | i | 1 | -10 | 5 | -63 | 3 | 0 | 12 | 8.3 | -2
CCc1cccc(C)c1NC(=O)CN1C(=O)NC(C)(CCC(C)C)C1=O (stereo unspecified) | 0.3 | 4 | 3 | . | 2 | . | -2 | -8 | 2.0 | 5
CCOc1ccc2[nH]c(=O)c(CN(CCCO)S(=O)(=O)c3ccc(F)cc3)cc2c1 | -0.3 | 3 | 1 | 39 | -9 | 1 | 12 | -15 | 1.2 | 12
Cc1cc(OCC(=O)NNC(=O)c2cnccn2)cc(C)c1Cl | -0.1 | . | -4 | 25 | 1 | -3 | -5 | 3 | 0.6 | 0
O=C(Cc1ccc([N+](=O)[O-])cc1)Nc1cccc(C(=O)N2CCCC2)c1 | -0.3 | 3 | 1 | . | -6 | . | -15 | -9 | 0.1 | 6
COc1ccc(NC(=O)c2ccc3ncsc3c2)cc1 | i | -8 | 4 | 10 | 4 | 0 | -1 | -6 | -0.5 | 2
COc1ccc(CN(C)C(=O)c2cccc(S(=O)(=O)N3CCCc4ccccc43)c2)c(OC)c1OC | -0.6 | . | 2 | . | 2 | . | 7 | -5 | 1.8 | 30
CN(C)C=NC(=O)/C(C#N)=C1\CCc2ccccc2N1 | -0.4 | -3 | 5 | 25 | 11 | -3 | 7 | -21 | . | 3
Cc1c(C(=O)N/N=C/c2cccc(O)c2)nnn1-c1nonc1N | -0.3 | -2 | 5 | 8 | 11 | -2 | -1 | . | -1.4 | 5
COCCSc1ccccc1C(=O)NCC1CCCO1 (stereo unspecified) | i | 4 | -1 | -3 | 4 | 2 | 3 | -6 | 0.4 | 1
O=C1CC[C@@H](CN(Cc2ccccc2)Cc2cn[nH]c2-c2cc3ccccc3o2)N1 | 17 | 4 | 2 | 26 | 2 | -1 | -5 | -7 | 3.2 | 2
Cc1noc(C)c1-c1ccc(C(=O)NCc2ccncc2)c2occc12 | -0.3 | . | . | . | -5 | . | 7 | . | 1.2 | -1
COc1cc(C(C)=O)ccc1OCC(=O)Nc1cc(Cl)ccc1-n1cncn1 | 19 | . | 3 | . | -17 | . | -5 | 6 | -1.0 | 2
COc1ccc(NC(=O)COc2nc(N(C)C)nc(N(C)C)n2)cc1 | . | -2 | 2 | 23 | 1 | -5 | 0 | -10 | . | -1
C=CCOn1c(=O)c(-c2ccc(C)cc2)[n+]([O-])c2ccccc21 | -0.6 | -9 | 5 | . | -8 | -2 | -17 | 4 | 1.6 | 1
COCCCNC(=S)NNC(=O)c1ccc(S(=O)(=O)N2CCC(C)CC2)cc1 | -0.8 | -6 | 2 | 23 | -3 | 1 | 1 | -15 | -0.6 | 0

Entries listed so far that contain bromine, in the order listed:
SMILES | Vc quorum ag | Rv3671c protease | MazF activator | VHR inh abs | CCHFV vOTU inh | SARS 3CLpro inh | PrPC surface inh | PriA SSB inh | TcdB inh | Y pestis TopoI
CCOc1ccc(Br)cc1C(=O)N/N=C/c1ccccn1 | i | 8 | 10 | . | -12 | 0 | -4 | . | -0.5 | -3
CC(=O)c1nn(-c2cccc(Br)c2)cc1C(=O)c1cccc2ccccc12 | -0.3 | -20 | -7 | -7 | -4 | 5 | -7 | -13 | . | 1
O=C(NC1CCS(=O)(=O)C1)c1cccc(Br)c1 (stereo unspecified) | -0.2 | 1 | 4 | . | 6 | . | 0 | -6&-6 | -0.2 | 4
